Screening data as filed in PubChem BioAssay.
MrgX1 agonist – agonists of human MrgX1 receptor, primary screen, HEK293 cells, Fluo-4 calcium flux; Mas-related G-protein coupled receptor member X1 (Homo sapiens), Q96LB2; Fluo-4 calcium fluorescence, agonist mode; hits give high values; B-score at 10 µM; 310,000 tested, 0.44% active;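 active means calcium response B-score plate-corrected fluorescence ratio at least 3 library SD, with starting fluorescence B-score inside 5 SD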
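Test system: Stable human MrgX1 HEK293 cell line | Schedule: Overnight plating before 1 h dye loading | Read-out basis: Baseline-normalised fluorescence change ratio, B-scored | Detection: Kinetic calcium dye fluorescence, Fluo-4 NW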
HIF activator – HIF pathway transcriptional activators, primary screen, cell-based, U2OS HRE-luciferase, luminescence; U2OS HRE-luciferase reporter; normalized: DMSO 0%, desferrioxamine 100%; activation, % at 7.5 µM (by protocol); 300,000 tested, 0.32% active;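 active means mean activation of at least 10% of the iron chelator positive control signal, with at least half of replicates also reaching 10%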
Platelet DG rel – inhibitors of platelet dense granule secretion, primary screen, cell-based, MLPCN, human platelets; inhibition, %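 (compounds screened at 7.5 µM in platelet-rich plasma)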; AID 1663, 2009; human platelet-rich plasma, SFLLRN dense granule ATP release, luminescence; 300,000 tested, 0.22% active;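 active means mean replicate score, as percent of positive control, at or above 50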
RGS4 act – RGS4 potentiators or activators, primary screen, cell-based, HEK293 M3R inducible RGS4, calcium flux; 310,000 tested, 0.92% active; B-score at 10 µM; AID 463111, 2010; carbachol calcium flux Fluo4; hits give low values;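 active means B-score of the integrated calcium signal more than 4 SD below the library mean, with starting fluorescence not abnormally high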;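 further: negative B-score means reduced calcium response which marks RGS4 activation or potentiation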
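Assay system: Inducible-RGS4 HEK293 cells carrying M3 receptor | Schedule: Compound preincubation 20 min at room temperature before agonist | Signal: Kinetic calcium fluorescence imaging with Fluo4-AM dye, 2 µM | Read-out basis: B score from integrated fluorescence ratio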
RGS4 inh – RGS4 inhibitors, primary screen, cell-based, HEK293 M3R inducible RGS4, calcium flux | Regulator of G-protein signaling 4 (Homo sapiens), P49798 | Fluo-4 calcium flux; hits give high values; triggered by carbachol at its EC20 | B-score at 10 µM | 310,000 tested, 0.45% active | AID 463165, 2010;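 active means B-score, a plate-corrected calcium signal, over three deviations above library mean, with baseline fluorescence within five deviations of library mean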;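 further: RGS4 expression induced by doxycycline in cells with stable M3 receptor; B-score is computed from the integrated fluorescence ratio over baseline after carbachol; higher B-score means a larger calcium signal and so more RGS4 inhibition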
MrgX1 allo act – positive allosteric modulators of MrgX1, primary screen, HEK293 cells, Fluo-4 calcium flux; Mas-related G-protein coupled receptor member X1 (Homo sapiens), Q96LB2; FDSS; hits give high values; B-score at 10 µM; 310,000 tested, 0.63% active; AID 588675, 2011;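 active means plate-corrected calcium response at least 3 library SD above typical, normal starting fluorescence, not activating the receptor alone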;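 further: compound read alongside a low EC10 to EC30 dose of BAM8-22 agonist; peak minus trough fluorescence over baseline measured at the second addition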
TRPC6 inhibitor – mouse TRPC6 channel inhibitors, primary screen, cell-based, HEK293, membrane potential dye. ACh-evoked depolarization; hits give low values. B-score at 10 µM. 310,000 tested, 1.1% active. AID 2553, 2010;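 active means B-score under library mean minus 3 SD, initial fluorescence not abnormally high, positive integrated signal ratio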;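 further: B-score derived from integrated fluorescence ratio over the kinetic read; more negative B-score means stronger inhibition of depolarization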
Target sequence (Q61143 whole entry, looked up): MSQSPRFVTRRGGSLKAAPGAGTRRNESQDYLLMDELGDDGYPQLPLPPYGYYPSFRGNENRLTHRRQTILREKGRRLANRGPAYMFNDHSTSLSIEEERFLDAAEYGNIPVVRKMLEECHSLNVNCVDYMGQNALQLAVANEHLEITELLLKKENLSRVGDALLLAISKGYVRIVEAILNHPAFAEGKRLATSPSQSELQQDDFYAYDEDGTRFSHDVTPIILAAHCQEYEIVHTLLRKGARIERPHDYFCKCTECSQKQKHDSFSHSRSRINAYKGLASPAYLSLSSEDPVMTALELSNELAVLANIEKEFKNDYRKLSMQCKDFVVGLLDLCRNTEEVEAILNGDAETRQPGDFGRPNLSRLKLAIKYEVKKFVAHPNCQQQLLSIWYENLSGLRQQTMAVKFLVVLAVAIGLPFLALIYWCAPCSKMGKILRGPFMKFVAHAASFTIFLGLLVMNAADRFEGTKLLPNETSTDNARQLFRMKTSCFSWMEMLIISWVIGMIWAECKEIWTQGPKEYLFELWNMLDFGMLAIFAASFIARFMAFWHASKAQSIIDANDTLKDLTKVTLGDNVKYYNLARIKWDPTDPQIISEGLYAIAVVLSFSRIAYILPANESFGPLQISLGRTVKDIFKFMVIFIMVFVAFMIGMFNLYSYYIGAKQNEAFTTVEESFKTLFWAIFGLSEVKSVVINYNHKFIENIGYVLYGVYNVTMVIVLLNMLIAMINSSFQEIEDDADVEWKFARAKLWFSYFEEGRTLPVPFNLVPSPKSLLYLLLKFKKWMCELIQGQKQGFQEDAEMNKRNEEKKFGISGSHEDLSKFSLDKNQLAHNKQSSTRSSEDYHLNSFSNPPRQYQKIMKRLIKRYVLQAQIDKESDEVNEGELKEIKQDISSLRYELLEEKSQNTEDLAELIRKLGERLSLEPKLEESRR
SKKanGAS inh – S. pyogenes SKKanGAS growth inhibitors in kanamycin, primary screen, streptokinase expression inhibitor project, SKKanGAS strain, BacTiter-Glo luminescence; 6 h; inhibition, % at 7.5 µM; 300,000 tested, 1.3% active;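 active means mean replicate score, as percent of positive control median, at least 50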;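 further: strain carries kanamycin resistance gene driven by streptokinase promoter and grows in 40 µg/ml kanamycin; loss of luminescence reflects streptokinase promoter inhibition or plain growth inhibition; 0% = median of DMSO wells and 100% = positive control at its reference dose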
TRPC4 inh – inhibitors of mouse TRPC4 channel, primary screen, Fluo4 calcium, HEK293 TRPC4beta/mu-opioid cells | AID 2247, 2010 | Short transient receptor potential channel 4 (Mus musculus), Q9QUQ5 | DAMGO-evoked Fluo4 calcium flux; hits give low values | B-score at 10 µM | 300,000 tested, 0.39% active;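 active means B-score over 3 SD under the library average, no early fluorescence shift, positive overall ratio signal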
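Assay system: TRPC4beta/mu-opioid receptor HEK293 cell line; compound dosing: single concentration per test compound; detection: Fluo4 Ca2+ flux fluorescence; evaluation: per-well B score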
MrgX1 antagonist – antagonists of human MrgX1 receptor, primary screen, HEK293 cells, Fluo-4 calcium flux | BAM8-22 antagonism; hits give low values | 310,000 tested, 1.3% active | Mas-related G-protein coupled receptor member X1 (Homo sapiens), Q96LB2 | B-score at 10 µM;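 active means calcium-response B-score plate-corrected more than 3 library SD below zero, starting fluorescence within 5 deviations, no agonist response on first addition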;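 further: peak minus trough fluorescence over baseline after final BAM8-22 challenge near maximal dose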
TRPC6 activator – mouse TRPC6 channel activators, primary screen, cell-based, HEK293, membrane potential dye. HEK293-TRPC6 membrane potential dye fluorescence; hits give high values. B-score at 10 µM. 310,000 tested, 0.13% active. AID 2550, 2010;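 active means B-score of the integrated fluorescence ratio above library mean plus 3 SD, and starting fluorescence ratio within library mean plus 5 SD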;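 further: higher score means more depolarization so channel activation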
* = called active by the depositor; i = inactive; . = no result given.

no.	SMILES	MrgX1 agonist	HIF activator	Platelet DG rel	RGS4 act	RGS4 inh	MrgX1 allo act	TRPC6 inhibitor	SKKanGAS inh	TRPC4 inh	MrgX1 antagonist	TRPC6 activator
1	CNC(=O)C(=O)NCC(c1cccs1)S(=O)(=O)c1ccc(C)cc1 (centres undefined)	i	0.9	1.4	i	i	i	i	-6.7	i	i	i
2	COc1ccc(OCC(=O)NNC(=O)C(=O)N2CCCC2)cc1	i	0.5	-7.1	i	i	i	i	2.7	i	i	i
3	COCCNc1nc2c(c(=O)n(C)c(=O)n2C)n1Cc1cccc(C)c1	i	-0.3	-5.4	i	i	i	i	-0.4	i	i	i
4	O=[N+]([O-])c1cccc(-c2ccc(CN3CCCCC3)o2)c1	i	1.8	-4.7	i	i	i	i	1.1	i	i	i
5	Cc1ccc(N(C(=O)CNC(=O)c2ccco2)C(C(=O)NC2CCCC2)c2ccncc2)cc1F (centres undefined)	i	1.3	3.6	i	i	i	i	0.2	i	i	i
6	CCCn1cnc2sc(CC)cc2c1=O	i	0.7	-3.1	i	i	i	i	-3.0	i	i	i
7	Cc1cc2nsnc2c(S(=O)(=O)NCC(=O)O)c1C	i	-0.3	1.4	i	i	i	i	-1.5	i	i	i
8	Cc1ccc(C)c(S(=O)(=O)NNC(=O)Nc2ccccc2Cl)c1	i	0.7	-6.1	i	i	i	i	7.1	i	i	i
9	CC[C@H](C)Cc1cn([C@@H](CCCN=C(NC(=O)OC(C)(C)C)NC(=O)OC(C)(C)C)C(=O)NCCCCCCCCCCC(=O)N2CCN(C(=O)OC(C)(C)C)CC2)nn1	i	-3.9	-7.0	.	.	i	.	28.0	.	i	.
10	CC1Cc2ccccc2N1C(=S)NC(=O)c1ccc(Cl)cc1Cl (centres undefined)	i	1.1	-19.6	i	i	i	i	61.0*	i	i	i
11	COc1cc(CC(=O)N/N=C/c2ccccc2)c([N+](=O)[O-])cc1OC	i	-1.5	1.1	i	i	i	i	1.4	i	i	i
12	COc1cc(O)c(C(C)=O)cc1OC	i	-0.3	.	i	i	i	i	3.0	i	i	i
13	Cn1c(SCC(=O)N2CCCc3ccccc32)nnc1-c1c[nH]c2ccccc12	i	0.0	-42.4	i	i	i	i	-1.9	i	i	i
14	OCC1(Cc2cccc(Cl)c2)CCCN(Cc2ccc3cc(F)ccc3n2)C1 (centres undefined)	i	-0.1	-1.5	i	i	i	i	31.7	i	i	i
15	COc1cccc(C2=NOC(C(=O)NCCN3CCOCC3)C2)c1 (centres undefined)	i	-0.2	6.3	i	i	i	i	-4.4	i	i	i
16	COc1ccc(CNC(=O)CN2C(=O)c3ccc([N+](=O)[O-])cc3C2=O)cc1	i	-0.1	1.7	i	i	i	i	0.9	i	i	i
17	CCCCc1nnc(SCCSc2nnc(CCCC)n2N)n1N	i	-0.4	-0.3	i	i	i	i	.	i	i	i
18	Cc1n[nH]c(C)c1Sc1ccccc1[N+](=O)[O-]	i	3.3	11.3	i	i	i	i	-3.2	i	i	i
19	COC(=O)[C@@]1(Cc2ccc(OC)cc2)[C@H]2c3cc(C(=O)N4CCCC4)n(Cc4c(CO)[nH]cc(C)c4=O)c3C[C@H]2CN1C(=O)c1ccccc1	i	0.0	-2.2	i	i	i	i	1.0	i	-5.6*	i
20	CN(Cc1ccccc1)C(=O)C1CCCN1S(=O)(=O)c1ccc2c(c1)n(C)c(=O)c(=O)n2C (centres undefined)	i	-0.3	2.0	i	i	i	i	4.6	i	i	i
21	CCOC(=O)c1nnn2c1nc(N1CCOCC1)c1ccccc12	i	-0.8	-13.9	i	i	i	i	0.1	i	i	i
22	CC(C)CC(=O)NC(NC(=S)Nc1ccccc1)C(Cl)(Cl)Cl (centres undefined)	i	0.5	-7.8	i	i	i	i	3.9	i	i	i
23	O=C(O)c1cc(N/N=C/c2cccc3ccccc23)ccc1Cl	i	1.5	-3.3	i	i	i	i	5.3	i	i	i
24	CCOc1ccc(C(=O)NN2CCOCC2)cc1	i	-0.5	2.1	i	i	i	i	-1.9	i	i	i
25	CCOC(=O)C1=C(CC)OC(N)=C(C#N)C1c1ccc(OC)c(OC)c1OC (centres undefined)	i	-27.2	9.9	i	i	i	i	-1.8	i	i	i
26	COC(=O)CCC(=O)N1CCOCCOCCN(C(=O)CCC(=O)OC)CCOCCOCC1	i	-0.1	8.4	i	i	i	i	0.7	i	i	i
27	O=C(Nc1ccc(S(=O)(=O)N2CCOCC2)cc1)c1cc(-c2ccccc2O)n[nH]1	i	-0.1	1.3	i	i	i	i	7.7	i	i	i
28	COCCC(=O)N1CCC(Oc2ccc(C(=O)N3CCCC(OC)C3)cc2)CC1 (centres undefined)	i	0.0	7.5	i	i	i	i	-3.1	i	i	i
29	Cc1c(Br)c([N+](=O)[O-])nn1CC(=O)Nc1ccc(CC#N)cc1	i	-0.3	-2.6	i	i	i	i	2.7	i	i	i
30	O=C(NC(Cc1ccccc1)C(=O)N1CCN(c2ccccn2)CC1)c1ccco1 (centres undefined)	i	-1.3	1.9	i	i	i	i	-0.5	i	i	i
31	CC(=O)c1c(C)[nH]c(C(=O)COC(=O)CN(C)S(=O)(=O)c2ccc(Cl)cc2)c1C	i	0.1	11.9	i	i	i	i	-3.3	i	i	i
32	CC(C)c1ccc(NC(=O)CSc2n[nH]c(=O)n2C2CC2)cc1	i	-0.4	6.3	i	i	i	i	-6.5	i	i	i
33	COc1ccc(C(CNC(=O)Nc2ccccc2)N2CCN(C)CC2)cc1 (centres undefined)	i	0.4	-4.0	i	i	i	i	-2.1	i	i	i
34	Cc1ccccc1CCNC(=O)C1CCC(=O)N(C2CCCCCC2)C1 (centres undefined)	i	-0.2	-5.2	i	i	i	i	-2.8	i	i	i
35	COc1ccc2nc(N=Nc3c(O)ccc4ccccc34)sc2c1	.	0.2	4.2	i	i	.	i	1.7	i	.	i
36	CCOC(=O)C1=C(CSCC(=O)OC)NC(=O)NC1c1cc(C)ccc1C (centres undefined)	i	-0.5	-3.9	i	i	i	i	0.1	i	i	i
37	Cc1ccccc1-n1c(=O)c2ccccc2n2cnnc12	i	-0.7	-2.7	i	i	i	i	-5.5	i	i	i
38	COC(=O)c1sc2ccccc2c1-n1cccc1C(=O)C(=O)Nc1ccc(Cl)cc1	i	-0.7	-6.5	i	i	i	i	-15.9	i	i	i
39	Fc1ccccc1N1CCN(Cc2nc(-c3ccccc3)no2)CC1	i	0.0	-8.3	i	i	i	i	-7.3	i	i	i
40	CCOC(=O)C1(CCOc2ccccc2)CCN(S(=O)(=O)N(C)C)CC1	i	0.3	-0.7	i	i	i	i	-2.4	i	i	i
41	Cc1ccc2nc(N3CCOCC3)c(C=O)cc2c1	i	0.2	3.7	i	i	i	i	-2.5	i	i	i
42	COC(=O)c1ccc(-c2sc3nc(N4CCOCC4)c4c(c3c2N)CCCC4)o1	i	-0.5	3.1	-8.81*	i	16.9*	i	17.8	i	i	i
43	COc1ccc(S(=O)(=O)NCC(c2cccs2)N2CCc3ccccc3C2)cc1 (centres undefined)	i	-0.1	4.1	i	i	i	i	4.9	i	i	i
44	COCCNc1oc(-c2ccco2)nc1S(=O)(=O)c1ccccc1	i	-0.3	-8.6	i	i	i	i	3.1	i	i	i
45	O=C(COC(=O)CCc1ccc(S(=O)(=O)N2CCCCC2)cc1)Nc1cccc2ccccc12	i	-0.4	6.0	i	i	i	i	-13.1	i	i	i
46	CCCCn1c(SCc2cccnc2)nc2c1c(=O)n(C)c(=O)n2C	i	-0.4	-6.3	i	i	i	i	-1.8	i	i	i
47	CCN(CC)C(=O)CN(c1ccc(Cl)cc1)S(=O)(=O)c1ccccc1	i	-0.8	6.2	i	i	i	i	1.9	i	i	i
48	Cc1ccc(CSc2nc3ncccc3[nH]2)cc1	i	1.1	3.4	i	i	i	i	5.8	i	i	i
49	O=C(Cn1c(=O)oc2ccccc21)NCC1COc2ccccc2O1 (centres undefined)	i	0.3	-6.3	i	i	i	i	-2.0	i	i	i
50	CCCNC(=O)c1ccc2c(=O)c(O)c(-c3ccc(C)cc3)[nH]c2c1	i	2.0	12.0	i	i	i	i	3.8	i	i	i

Further structures:
no.	SMILES	MrgX1 agonist	HIF activator	Platelet DG rel	RGS4 act	RGS4 inh	MrgX1 allo act	TRPC6 inhibitor	SKKanGAS inh	TRPC4 inh	MrgX1 antagonist	TRPC6 activator
51	O=C(Nc1cccc(S(=O)(=O)c2cccc(NC(=O)C3CC3)c2)c1)C1CC1	i	-0.2	10.8	i	i	i	i	-1.5	i	i	i
52	CCc1[nH]c(=O)c(C#N)c2c1COC(C)(C)C2	i	-0.1	6.0	i	i	i	i	-2.1	.	i	i
53	CCN1C(=NCCc2cccnc2)N[C@@H](c2ccccc2)[C@H](C(=O)OC)[C@H]1C	i	-1.3	4.3	i	i	i	i	8.3	i	i	i
54	CCOC(=O)CCc1c(C)nc2c(c(C)nn2C(C)(C)C)c1C	i	-0.2	24.8	i	i	i	i	-8.6	i	i	i
55	COCCNC(=O)c1cn(C)c(=O)c2cc(OC)c(OC)cc12	i	-0.2	-0.9	i	i	i	i	0.6	i	i	i
56	COCC(C)NC(=O)c1ccc(-n2nc(C(F)(F)F)cc2-c2cccs2)cc1 (centres undefined)	i	-0.8	1.7	i	i	i	i	1.8	i	i	i
57	COc1ccc(CN(Cc2ccncc2)C(=O)CCC(=O)O)cc1	i	0.3	3.4	i	i	i	i	-0.4	i	i	i
58	COC(=O)[C@@H]1C[C@@]2(O)[C@@H](O)[C@@H](O)[C@@H](O)C[C@H]2N1Cc1cc(OC)cc(OC)c1	i	0.7	-0.2	i	i	i	i	1.9	i	i	i
59	O=C(O)c1ccc(-n2nc(C(F)(F)F)c3c2-c2ccoc2CC3)cc1	i	0.0	-2.0	i	i	i	i	-2.0	i	i	i
